Menin MLL FP TR = inhibitors of human menin-MLL interaction, mutant MLL peptide. hit rate 0.23% among 270,000. Menin + Texas Red MLL mutant peptide, fluorescence polarization. Potency, µM (titrated, usually from 61.6 µM), for the others: top-dose FP activity change, negative = inhibition, usual class: inhibitors. AID 1768; active means well fitted inhibition curve with a large enough effect in the polarisation, with a control signal flat, not every such curve was filed as active; inconclusive means small, poorly fitted or top-dose-only effect, or effect the other way, or a change in a side signal; inactive means no such curve, though single readings can be large or run the other way; the % refers to the polarisation; further: potency means the concentration at half of the fitted maximal effect; % of control where 0% means no effect; many of its hits are not listed in these tables
Mito fusion yeast = inhibitors of mitochondrial division or activators of mitochondrial fusion | Potency, µM (highest dose often 46.1 µM), inactives show at the top dose growth rescue (activation), most hits filed as activators | hit rate 0.23% among 320,000 | S. cerevisiae fusion-defective mutant growth rescue, CellTiterGlo 48 h | AID 485298;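 further: potency means the concentration at half of the fitted maximal effect; % of control where 0% means no effect; nearly all actives have a fitted effect of over 45% in size; temperature-sensitive fusion mutants such as fzo1-1 at 37 °C on non-fermentable ethanol glycerol medium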
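Growth-rescue viability read-out: after 48 h at the non-permissive 37C in glycerol/ethanol YPEG, yeast mitochondrial fusion mutants are measured by CellTiterGlo luminescence; compounds (23 nl pinned per well) restoring growth score as division inhibitors or fusion activators.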
CXXC DNA block = MLL CXXC-DNA interaction inhibition; Q03164; MLL-CXXC / FITC-HOXA9 DNA fluorescence polarization; Potency, µM (doses to about 115 µM), inactives show at the top dose activity change, negative = inhibition, actives largely listed as inhibitors; hit rate 0.037% among 290,000; active means well fitted inhibition curve with a large enough effect in the polarisation, with a control signal flat, not every such curve was filed as active; inconclusive means small, poorly fitted or top-dose-only effect, or effect the other way, or a change in a side signal; inactive means no such curve, though single readings can be large or run the other way; the % refers to the polarisation; further: potency means the concentration at half of the fitted maximal effect
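Fluorescence polarization: 7 uM MLL-CXXC (stock) preincubated 5 min with compounds, then 50 nM fluorescein-HOX-A9 DNA (stock) added; 30 min ambient. Buffer 50 mM Tris-HCl pH 7.5, 50 mM NaCl, 1 mM DTT, 0.05% BSA.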
S-ASM inh = human S-ASM enzyme inhibition; P17405; placental ASM, HMU-PC fluorogenic substrate, 60 min; Potency, µM (series often up to 57.5 µM), for inactives: top-dose activity change, negative = inhibition, most hits filed as inhibitors; hit rate 0.006% among 340,000; AID 504937; further: potency means the concentration at half of the fitted maximal effect
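Human placenta-derived ASM enzyme was preincubated with compound for 10 minutes at room temperature, then given fluorogenic substrate HMU-PC0 (9 uM final) for 60 minutes at 37 °C; a pH 10 stop preceded fluorescence reading at Ex 386/Em 447 nm.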
MBNL1-CUG inh = blocks human MBNL1 binding to CUG repeat RNA; TR-FRET MBNL1-His/biotin-(CUG)12 binding, 665/545 ratio; Potency, µM (series often up to 57.5 µM), for the others: at the top dose activity change, negative = inhibition, hits mostly inhibitors; hit rate 0.036% among 280,000; AID 2675; active means well fitted inhibition curve with a large enough effect in the signal ratio, with a control signal flat, not every such curve was filed as active; inconclusive means small, poorly fitted or top-dose-only effect, or effect the other way, or a change in a side signal; inactive means no such curve, though single readings can be large or run the other way; the % refers to the signal ratio; further: potency means the concentration at half of the fitted maximal effect; on the % scale 0 is the no-effect control and ±100 the full control effect
Target sequence (Q9NR56 whole entry, looked up): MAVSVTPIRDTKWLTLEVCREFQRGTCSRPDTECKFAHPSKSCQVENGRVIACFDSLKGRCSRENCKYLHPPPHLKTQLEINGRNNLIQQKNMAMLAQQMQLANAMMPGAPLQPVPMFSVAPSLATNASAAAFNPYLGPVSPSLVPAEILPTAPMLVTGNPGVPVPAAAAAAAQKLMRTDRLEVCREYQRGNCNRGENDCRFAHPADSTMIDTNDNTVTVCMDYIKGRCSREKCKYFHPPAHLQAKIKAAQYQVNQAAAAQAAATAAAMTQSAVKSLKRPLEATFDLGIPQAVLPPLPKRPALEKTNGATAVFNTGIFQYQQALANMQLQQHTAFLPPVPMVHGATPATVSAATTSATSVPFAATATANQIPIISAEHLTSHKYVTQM
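TR-FRET readout: Ex 340 nm, 665/545 nm emission ratio, normalized to buffer-only (basal) and MBNL1-(CUG)12 controls. Complex of MBNL1-His with Biotin-(CUG)12, compounds 92 nM–58 uM, incubated 60 min at room temperature.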
TCR act = activators of T cell receptors; primary human leukocytes, anti-CD3, IL-2 HTRF, 48 h; Potency, µM (highest dose often 9.22 µM), without a hit: top-dose activation of IL-2 secretion, most hits filed as activators; 330,000 tested, under 10 active; AID 504894; further: % of control where 0% means no effect
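Activity was scored as IL-2 release from primary human leukocytes given only a TCR signal (a-CD3 beads) plus compound for 48 hr. Detection used a two-antibody HTRF format read at 665nm.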
TSHR antag = antagonists of human thyroid stimulating hormone receptor; P16473; TSHR-expressing cells, TSH-stimulated cAMP HTRF, 2 h; stronger effect = lower value; activity change, negative = inhibition, % at 11.5 µM; hit rate 0.2% among 330,000; AID 504810;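 active means activity change below a set negative limit, meaning inhibition stronger than a set level, cut at about -70% in these data; inconclusive means activity change between two set negative limits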; further: on the % scale 0 is the no-effect control and ±100 the full control effect
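Read-out is FRET at 665 nm (cryptate excitation 337 nm) from a cryptate-tagged anti-cAMP antibody, competed by cell cAMP against cAMP-d2. Compounds are tested on freshly harvested TSHR cells challenged with 4nM TSH (EC80) for 2 hours at 37 deg C.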
AT treatment = potential ataxia-telangiectasia treatments restoring KAP-1 phosphorylation. Potency, µM (series often up to 57.5 µM), without a hit: at the top dose activation, hits mostly activators. […] A-T fibroblasts, KAP-1 phosphorylation AlphaLISA; neocarzinostatin DNA damage 30 min before lysis. hit rate 0.19% among 320,000; further: potency means the concentration at half of the fitted maximal effect; % of control where 0% means no effect; nearly all actives have a fitted effect of over 45% in size
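ATM-like activity read as KAP-1 phosphorylation via AlphaLISA donor/acceptor antibody pairs after lysis and 6 hr at 25C. Cells were ATM-null patient fibroblasts ([…], hTERT), dosed 60 min, then exposed to the DSB inducer NCS for 30 min.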
Integrin act MD = activators of alpha7 integrin expression for muscular dystrophy; alpha7betagal myoblasts, beta-gal FDG fluorescence, 48 h; Potency, µM (highest dose often 38.3 µM), inactives show at the highest dose activation, most hits filed as activators; hit rate 0.064% among 350,000;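 further: potency means the concentration at half of the fitted maximal effect; 100% = response of the positive control SU9516; nearly all actives have a fitted effect of over 60% in size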
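Alpha7betagal+/- myoblasts (passage 13) were plated 16-24 hr, then exposed to compounds (1:260 dilution of DMSO stock) for 48 hours at 37C. After MPER lysis, β-galactosidase reporter activity was read as FDG fluorescence (ex 480/em 540) after 30 minutes.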
TSG101-PTAP inh = blocks PTAP/TSG101 interaction to inhibit HIV-1 budding; Potency, µM (top dose mostly 115 µM), without a hit: at the top dose activity change, negative = inhibition, actives largely listed as inhibitors; 340,000 tested, under 10 active; Fluorescence polarization, FITC-PTAP peptide / Tsg101 binding; AID 493005; Q99816; active means well fitted inhibition curve with a large enough effect in the main read-out, with a control signal flat, not every such curve was filed as active; inconclusive means small, poorly fitted or top-dose-only effect, or effect the other way, or a change in a side signal; inactive means no such curve, though single readings can be large or run the other way; further: potency means the concentration at half of the fitted maximal effect; % of control where 0% means no effect
Target sequence (Q99816 whole entry, looked up): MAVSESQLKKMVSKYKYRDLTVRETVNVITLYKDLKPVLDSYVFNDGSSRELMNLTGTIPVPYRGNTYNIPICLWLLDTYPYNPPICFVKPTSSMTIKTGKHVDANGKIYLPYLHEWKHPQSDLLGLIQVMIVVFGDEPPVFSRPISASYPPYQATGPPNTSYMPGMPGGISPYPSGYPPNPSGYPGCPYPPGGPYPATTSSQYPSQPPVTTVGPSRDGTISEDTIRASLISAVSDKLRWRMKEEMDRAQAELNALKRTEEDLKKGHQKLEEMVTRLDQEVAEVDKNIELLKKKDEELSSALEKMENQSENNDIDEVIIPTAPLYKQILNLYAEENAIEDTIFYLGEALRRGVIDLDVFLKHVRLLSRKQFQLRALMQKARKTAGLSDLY
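Tsg101 binding domain (10 uM final) was mixed with compound and a FITC-labeled PTAP peptide (50 nM final) in HEPES pH 7.5 buffer with NaCl, Tween 20, EDTA and TCEP; fluorescence polarization was read after 20 min at r.t.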
Starred values were filed as active, the others as inactive; i = inactive; u = inconclusive; x = not tested or not shown; [ ] = dose if it differs, or a comment. Unless noted, the call rests on the fitted dose curve; in most records, active means well fitted curve in the direction sought with a large enough effect; inconclusive means small, poorly fitted or top-dose-only effect, or another doubt; inactive means no such curve, though single readings can be large; an effect the other way counts as inactive or inconclusive.

SMILES | Menin MLL FP TR | Mito fusion yeast | CXXC DNA block | S-ASM inh | MBNL1-CUG inh | TCR act | TSHR antag | AT treatment | Integrin act MD | TSG101-PTAP inh
CC(NC(=O)CNC(=O)Cc1cccc2ccccc12)c1ccc(S(N)(=O)=O)cc1 (stereo not drawn) | x | 2% | -9% | -1% | -7% | -1% | -28 | 9% | 11% | -2%
CCCS(=O)(=O)N1CCCC(C(=O)c2cccc(Cl)c2)C1 (stereo not drawn) | -2% | -4% | -3% | 3% | -15% | -5% | 9 | 0% | 6.3µM* | -2%
CSc1nc2ccsc2c(=O)n1-c1cccnc1 | -1% | 1% | 7% | 1% | -2% | x | 2 | 9% | 4% | -22%
O=C(COC(=O)c1cc(=O)[nH]c2ccccc12)NCc1ccc(Cl)cc1 | x | 3% | x | 9% | x | x | 0 | -1% | -16% | -7%
COCCn1c(CCc2ccccc2)n[nH]c1=S | 1% | -5% | -6% | -1% | 6% | x | -10 | -1%[11.5 µM] | -13% | -4%
Cc1ccccc1C(=O)NCC(=O)OCCCOC(=O)CNC(=O)c1ccccc1C | x | -5% | x | 1% | x | -4% | 12 | 0% | 10% | -5%
Cc1cc(C(=O)Nc2ccccc2Cc2ccccc2)no1 | x | 2% | 8% | -3% | -1% | -4% | -7 | 30% | -13% | -1%
CC(C(=O)N1CCCCC1)n1sc2ccccc2c1=O (stereo not drawn) | 22% | -1% | -5% | -1% | u | 0%[46.1 µM] | 3 | 2% | 1% | -4%
O=Cc1ccc(C(=O)OCC(=O)Nc2ccc(F)cc2F)cc1 | -15% | 4% | 10% | -1% | 8% | -2% | -6 | 1% | 2% | 2%
COc1ccc(-c2nsc3c(N4CCCCC4)ncnc23)cc1 | 21% | 1% | 3% | 13% | 1% | -2% | 1 | -6% | u | -7%
Cc1ccc(-n2c(CSc3nc(C)cc(C)n3)nnc2SCC(=O)NCc2ccco2)cc1 | u | 0% | 0% | 0% | 3% | 4% | 15 | 2% | -25% | -8%
CCOCc1nnc(NC(=O)CCc2ccccc2)s1 | 5% | -1% | 3% | 4% | 0% | -3% | 2 | -9% | 19% | -2%
CC(=O)OCCCNc1cc(SCc2ccco2)c2nonc2c1[N+](=O)[O-] | u | 17% | -4% | -19% | u | -2%[46.1 µM] | -21 | 2% | -29% | 0%
Nc1cc2c3ccccc3ccc2c2ccccc12 | x | x | x | i | x | -4% | x | x | -26% | 0%
CC(=O)c1cc(CN2CCCCC2)cc(OC(C)C)c1 | -9% | -4% | 0% | -2% | -3% | 0% | -4 | -3% | -55%[inhibitor] | -8%
Cc1ccsc1/C=C1\CCc2ccccc2C1=O | 1% | 1% | u | -9% | 15% | -3% | -15 | x | -37% | -7%
NC(=O)CSc1nnc(Cc2csc(Nc3ccc(F)cc3)n2)n1Cc1ccccc1 | -17% | -7% | -2% | 3% | -21% | -1%[46.1 µM] | -9 | x | 30% | -3%
CN(CC(=O)Nc1ccc(N2CCOCC2)cc1)CC(=O)Nc1cccc(C#N)c1 | -26% | -3% | 3% | 2% | -3% | -6%[46.1 µM] | 7 | 3% | 2% | -7%
CCOc1ccc(C2/C(=C(/O)c3ccc4c(c3)CC(C)O4)C(=O)C(=O)N2CCCn2ccnc2)cc1 (stereo not drawn) | -18% | -1% | 2% | 2% | 11% | -5% | 1 | -8% | -29% | -3%
CCCn1c(N)c(N(CCOC)C(=O)/C=C/c2ccc(C(=O)OC)cc2)c(=O)[nH]c1=O | 1% | -2% | -14% | 10% | 18% | 13% | 7 | 22% | 23% | 0%

Continued, overlapping the part above by 3 compounds.
SMILES | Menin MLL FP TR | Mito fusion yeast | CXXC DNA block | S-ASM inh | MBNL1-CUG inh | TCR act | TSHR antag | AT treatment | Integrin act MD | TSG101-PTAP inh
CN(CC(=O)Nc1ccc(N2CCOCC2)cc1)CC(=O)Nc1cccc(C#N)c1 | -26% | -3% | 3% | 2% | -3% | -6%[46.1 µM] | 7 | 3% | 2% | -7%
CCOc1ccc(C2/C(=C(/O)c3ccc4c(c3)CC(C)O4)C(=O)C(=O)N2CCCn2ccnc2)cc1 (stereo not drawn) | -18% | -1% | 2% | 2% | 11% | -5% | 1 | -8% | -29% | -3%
CCCn1c(N)c(N(CCOC)C(=O)/C=C/c2ccc(C(=O)OC)cc2)c(=O)[nH]c1=O | 1% | -2% | -14% | 10% | 18% | 13% | 7 | 22% | 23% | 0%
Cc1oc2cc3oc(=O)c(CC(=O)N[C@@H](C)C(=O)NC(Cc4ccc(Cl)cc4)C(=O)O)c(C)c3cc2c1C (stereo partly drawn) | 23% | 0% | -16% | 150%[activator] | -5% | 2% | 5 | -4% | -39% | 1%
CCOC(=O)c1c(-c2ccccc2)oc2ccc(OCC(=O)NNC(=O)CCC(=O)O)cc12 | u | 3% | -22% | 15% | 0% | -8% | 5 | 4% | -1% | -7%
CCC(C)(C)n1nnnc1C(CC(C)C)N1CCC(C(N)=O)CC1 (stereo not drawn) | 0% | -1% | 0% | 4% | 0% | 0% | 9 | -4% | 20% | 0%
COc1cccc(CNC(=O)CNC(=S)N(Cc2ccccc2)Cc2ccccc2F)c1 | 0% | 1% | 7% | -1% | 4% | -3% | -1 | 3% | 0% | 0%
OC(COc1ccc(Br)cc1)CN1CCOCC1 (stereo not drawn) | 15% | -2% | 9% | 5% | -1% | -34% | 11 | -1% | 1% | -6%
CCn1c(SCC(=O)N/N=C/c2ccc(C)s2)nc2ccccc21 | -17% | 1% | 13% | -3% | 6% | 3%[46.1 µM] | 3 | -9% | 5% | -4%
Cc1ccc(C(=O)N2CC3(C)CN(C(=O)c4ccc(C)cc4)CC(C)(C2)C3=O)cc1 | -25% | -1% | 1% | -2% | u | -2%[46.1 µM] | -8 | 7% | 17% | -3%
O=C1OC(N2C(=O)CC[C@H]2C(=O)Nc2cccc(F)c2)c2ccccc21 (stereo partly drawn) | 6% | 0% | 0% | 0% | 4% | 4% | 3 | 2% | 27% | 1%
CC(=O)/C(C#N)=C1\NC(=O)C(Cc2ccc(F)cc2)S1 (stereo not drawn) | x | 1% | 2% | 7% | -6% | -7% | -11 | 20% | 1% | -5%
COc1ccc(CN2CCCCC2C)c(C)c1C (stereo not drawn) | 4% | 0% | -3% | 0% | 1% | -2% | -7 | -3% | -12%[7.66 µM] | -7%
O=C(CSc1ccc2nnc(-c3ccccn3)n2n1)Nc1nccs1 | 2% | 7% | 7% | 9% | -3% | 5% | 7 | 2% | 0% | 1%
CCOC(=O)c1ccc(NC(=O)NCc2ccn(CC)n2)cc1 | 1% | -2% | 3% | 1% | -15% | -5%[46.1 µM] | -2 | -2% | -16% | -7%
CC(C)N(C(=O)[C@H]1C[C@H](CC(=O)NCCCn2ccnc2)C(=O)N2CCc3c([nH]c4cc(CCC(=O)N(C)C)ccc34)[C@]12C)C(C)C | x | x | x | 3% | x | -3%[46.1 µM] | 4 | -1% | 16% | -3%
CCC(Sc1ccc2nnc(-c3ccc(F)cc3)n2n1)C(=O)O (stereo not drawn) | x | 4% | -2% | 7% | 30% | -5% | -1 | 4% | -2% | -4%
S=C(c1ccc(Br)cc1)N1CCN(Cc2ccccc2)CC1 | -8% | -5% | 2% | -1% | 5% | 2% | 10 | 10% | -9% | 0%
COc1ccc(CCNC2CC(=O)N(CCc3ccc(OC)c(OC)c3)C2=O)cc1OC (stereo not drawn) | -3% | -10% | -9% | 3% | 13% | -3% | 13 | 1% | -16% | 1%
COc1ccc(OC)c(/C=C/c2c([N+](=O)[O-])c(=O)n(C)c(=O)n2C)c1 | -24% | 0% | 3% | -2% | 10% | -3% | -6 | -1% | -41% | -1%
N#Cc1nc(Cc2cccc3ccccc23)oc1NCc1ccc2c(c1)OCO2 | u | 11µM* | -4% | -1% | -8% | -5% | -95* | 4% | -16% | -9%
Cc1c(C(=O)NCCc2ccc3c(c2)OCCO3)oc2ccccc12 | -1% | 22% | 8% | 2% | -1% | 0% | 1 | 6% | -18% | -8%
O=C(C(Cc1ccccc1)n1cccc1)N1CCN(c2cccc(Cl)c2)CC1 (stereo not drawn) | -6% | 9% | -1% | -6% | -1% | -5% | -12 | -4% | -23% | -1%

High-throughput results from PubChem BioAssay.

These rows are one share of the data, so the mix of outcomes need not match the whole.
